NPC1 prom act – NPC1 promoter activation | Huh7 NPC1 promoter luciferase reporter, 24 h | Potency, µM (highest dose often 9.22 µM), without a hit: at the top dose activation, actives largely listed as activators | actives 2.4% (n = 320,000) | AID 485313;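 further: potency means the concentration at half of the fitted maximal effect; % of control where 0% means no effect; nearly all actives have a fitted effect of over 60% in size; reporter is driven by a mutant NPC1 promoter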
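Cells: Huh7 expressing luciferase under the NPC1 promoter, 1500/well. Seeded 2 h, compound added, incubated 24 h at 37 °C. Luciferase reagent, 10 min ambient, then luminescence.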
Rab9 promoter act – activates the Rab9 promoter; AID 485297; Potency, µM (series often up to 9.22 µM), for the others: top-dose activation, negative = inhibition, hits mostly activators; actives 2.8% (n = 320,000); Huh7 Rab9 promoter-luciferase reporter, luminescence, 24 h; further: potency means the concentration at half of the fitted maximal effect; % of control where 0% means no effect; nearly all actives have a fitted effect of over 60% in size
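Stable Rab9-luc Huh7, 1500 cells/well, 2 h settle; cmpd in DMSO, 24 h, 37 °C/5% CO2; luciferase reagent 10 min RT; luminescence.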
RORgamma inh – inhibitors of mouse ROR gamma transcriptional activity; Potency, µM (titrated, usually from 53.6 µM), inactives show top-dose activity change, negative = inhibition, usual class: inhibitors; P51450; Drosophila S2 Gal4-RORgamma UAS-luciferase reporter, 20 h; actives 5.4% (n = 310,000); further: potency means the concentration at half of the fitted maximal effect; on the % scale 0 is the no-effect control and ±100 the full control effect; nearly all actives have a fitted effect of over 60% in size
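Using a luciferase readout, inhibitors were identified by reduced reporter activity in Drosophila cells coexpressing a copper-inducible Gal4–ROR gamma fusion and UAS-driven Photinus luciferase, incubated 20 hr after 700 uM copper sulfate.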
Mito fusion act – inhibitors of mitochondrial division or activators of mitochondrial fusion | Potency, µM (doses to about 46.1 µM), for the others: at the highest dose growth rescue (activation), usual class: activators | S. cerevisiae fusion-defective mutant growth rescue, CellTiterGlo 48 h | actives 0.23% (n = 320,000);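 further: potency means the concentration at half of the fitted maximal effect; % of control where 0% means no effect; nearly all actives have a fitted effect of over 45% in size; temperature-sensitive fusion mutants such as fzo1-1 at 37 °C on non-fermentable ethanol glycerol medium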
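S. cerevisiae fusion-defective temperature-sensitive mutants (e.g. fzo1-1, mgm1-5) grown 48 h at 37C in YPEG (ethanol/glycerol non-fermentable) medium with 23 nl compound per well; growth rescue read as CellTiterGlo luminescence.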
PKM2 activator – activators of human pyruvate kinase M2 | AID 1631 | actives 0.34% (n = 260,000) | P14618 | Potency, µM (highest dose often 57.5 µM), for inactives: top-dose activation, hits mostly activators | purified PKM2, Kinase-Glo ATP luminescence, activation; response scale: 0% is enzyme alone, no compound; further: potency means the concentration at half of the fitted maximal effect; on the % scale 0 is the no-effect control and ±100 the full control effect; nearly all actives have a fitted effect of over 55% in size
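hPK-M2, >95% pure; 0.1 mM ADP / 0.5 mM PEP final; imidazole pH7.2 buffer w/ 7 mM MgCl2, 50 mM KCl; 1 h RT; Kinase-Glo lum. Intermediate enzyme activity for dual inhibitor/activator qHTS.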
KCNH2 3.1 block – blocks the human KCNH2 3.1 channel isoform; U2OS KCNH2 3.1, thallium flux FluxOr; stronger effect = lower value; activity change, % (tested at about 1.8 µM); actives 0.95% (n = 340,000); AID 720553;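 active means maximum activity change below -70%; inconclusive means maximum activity change from -70% to -50%; inactive means maximum activity change above -50%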;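 further: thallium influx rate constant from kinetic fluorescence after stimulation buffer; on the % scale 0 is the no-effect control and ±100 the full control effect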
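Kinetic fluorescence (2 min after stimulation buffer) measures Tl+ influx through KCNH2 3.1 expressed by viral transduction in U2OS cells; the rate constant is normalized against DMSO controls serving as positive and negative references.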
MBNL1-CUG inh – MBNL1-poly(CUG) RNA binding inhibition. Q9NR56. TR-FRET MBNL1-His/biotin-(CUG)12 binding, 665/545 ratio. Potency, µM (top dose mostly 57.5 µM), for the others: at the highest dose activity change, negative = inhibition, most hits filed as inhibitors. actives 0.036% (n = 280,000). AID 2675; active means well fitted inhibition curve with a large enough effect in the signal ratio, with a control signal flat, not every such curve was filed as active; inconclusive means small, poorly fitted or top-dose-only effect, or effect the other way, or a change in a side signal; inactive means no such curve, though single readings can be large or run the other way; the % refers to the signal ratio; further: potency means the concentration at half of the fitted maximal effect; on the % scale 0 is the no-effect control and ±100 the full control effect
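TR-FRET readout: Ex 340 nm, 665/545 nm emission ratio, normalized to buffer-only (basal) and MBNL1-(CUG)12 controls. Complex of MBNL1-His with Biotin-(CUG)12, compounds 92 nM–58 uM, incubated 60 min at room temperature.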
Menin MLL FP TR – inhibitors of human menin-MLL interaction, mutant MLL peptide; AID 1768; Potency, µM (top dose mostly 61.6 µM), for inactives: at the highest dose FP activity change, negative = inhibition, most hits filed as inhibitors; Menin + Texas Red MLL mutant peptide, fluorescence polarization; O00255; actives 0.23% (n = 270,000); active means well fitted inhibition curve with a large enough effect in the polarisation, with a control signal flat, not every such curve was filed as active; inconclusive means small, poorly fitted or top-dose-only effect, or effect the other way, or a change in a side signal; inactive means no such curve, though single readings can be large or run the other way; the % refers to the polarisation; further: potency means the concentration at half of the fitted maximal effect; % of control where 0% means no effect; many of its hits are not listed in these tables
Target sequence (O00255 whole entry, looked up): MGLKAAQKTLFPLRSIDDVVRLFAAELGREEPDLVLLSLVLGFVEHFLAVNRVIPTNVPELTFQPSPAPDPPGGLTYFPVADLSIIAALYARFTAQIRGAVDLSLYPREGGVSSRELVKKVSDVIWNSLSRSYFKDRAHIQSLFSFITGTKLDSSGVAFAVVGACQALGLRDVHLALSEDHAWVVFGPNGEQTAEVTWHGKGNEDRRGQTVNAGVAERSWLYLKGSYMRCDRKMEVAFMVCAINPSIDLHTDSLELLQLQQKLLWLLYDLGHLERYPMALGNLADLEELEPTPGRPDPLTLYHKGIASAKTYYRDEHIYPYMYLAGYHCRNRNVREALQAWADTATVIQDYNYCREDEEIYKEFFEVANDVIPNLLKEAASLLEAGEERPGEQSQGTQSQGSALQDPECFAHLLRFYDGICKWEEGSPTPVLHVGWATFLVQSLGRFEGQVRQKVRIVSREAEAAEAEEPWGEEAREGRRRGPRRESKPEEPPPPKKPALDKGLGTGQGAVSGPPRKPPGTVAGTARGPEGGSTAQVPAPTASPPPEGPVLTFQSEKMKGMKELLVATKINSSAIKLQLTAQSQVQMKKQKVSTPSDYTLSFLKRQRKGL
FLuc modulator – inhibits or activates purified firefly luciferase, miR-21 counter-screen. actives 6.9% (n = 360,000). purified FLuc, Km substrates, luminescence inhibition. Potency, µM (doses to about 57.5 µM), for the others: top-dose activity change, negative = inhibition, actives largely listed as inhibitors. AID 588342. P08659;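 further: potency means the concentration at half of the fitted maximal effect; plate controls were vehicle for no effect and reference inhibitor for full effect; nearly all actives have a fitted effect of over 55% in size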
Target sequence (P08659 whole entry, looked up): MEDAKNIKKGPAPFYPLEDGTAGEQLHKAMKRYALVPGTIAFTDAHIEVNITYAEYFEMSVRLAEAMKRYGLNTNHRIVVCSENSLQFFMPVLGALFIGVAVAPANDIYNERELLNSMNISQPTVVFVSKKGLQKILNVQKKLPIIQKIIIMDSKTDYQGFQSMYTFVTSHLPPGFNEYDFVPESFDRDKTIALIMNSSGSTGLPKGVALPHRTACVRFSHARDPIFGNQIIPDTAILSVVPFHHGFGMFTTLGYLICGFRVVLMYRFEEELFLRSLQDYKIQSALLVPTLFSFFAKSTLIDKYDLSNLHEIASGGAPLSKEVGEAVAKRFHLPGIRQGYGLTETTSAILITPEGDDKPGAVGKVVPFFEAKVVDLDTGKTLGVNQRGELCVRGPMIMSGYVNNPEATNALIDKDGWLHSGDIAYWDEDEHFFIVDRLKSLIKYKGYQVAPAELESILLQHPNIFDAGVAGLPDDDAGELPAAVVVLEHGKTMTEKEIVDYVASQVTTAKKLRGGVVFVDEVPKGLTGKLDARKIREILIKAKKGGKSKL
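Purified P. pyralis luciferase, 10 nM final, with Km-level 10 uM D-luciferin and 10 uM ATP in 50 mM Tris acetate pH 7.5, 10 mM Mg acetate, 0.01% Tween-20, 0.05% BSA; 6-point qHTS titration about 60 µM downward; luminescence read.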
ELG1 DNA repair – blocks ELG1-dependent DNA repair in HEK293T cells. HEK293T ELG1-luciferase reporter, luminescence, 16 h; DNA damage induced by 5-fluorouridine. Potency, µM (series often up to 46.1 µM), without a hit: at the highest dose activity change, negative = inhibition, most hits filed as inhibitors. AID 504467. actives 2.3% (n = 330,000); further: potency means the concentration at half of the fitted maximal effect; on the % scale 0 is the no-effect control and ±100 the full control effect; nearly all actives have a fitted effect of over 55% in size
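In this reporter screen, reduction of luminescence relative to DMSO vehicle indicated activity. Compounds and 5-fluorouridine were added together to 2,000 cells per well, incubated for 16 hr at 37 °C, then developed with ONE-Glo.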
VP16 counter – inhibits Gal4-VP16 luciferase reporter, ROR gamma counter-screen; Drosophila S2 Gal4-VP16 UAS-luciferase, luminescence, 20 h; Potency, µM (top dose mostly 53.6 µM), for inactives: top-dose activity, negative = inhibition, usual class: inhibitors; actives 3.5% (n = 310,000);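 further: Gal4-VP16 expression switched on by copper sulfate through the metallothionein promoter; potency means the concentration at half of the fitted maximal effect; on the % scale 0 is the no-effect control and ±100 the full control effect; nearly all actives have a fitted effect of over 50% in size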
Active calls of the source: *; ? = inconclusive; nt = not tested or not shown; [ ] = another dose, or the depositor's remark. Unless noted, the call rests on the fitted dose curve; in most records, active means well fitted curve in the direction sought with a large enough effect; inconclusive means small, poorly fitted or top-dose-only effect, or another doubt; inactive means no such curve, though single readings can be large; an effect the other way counts as inactive or inconclusive. An excerpt; rates above refer to the full screens.

SMILES	NPC1 prom act	Rab9 promoter act	RORgamma inh	Mito fusion act	PKM2 activator	KCNH2 3.1 block	MBNL1-CUG inh	Menin MLL FP TR	FLuc modulator	ELG1 DNA repair	VP16 counter
O=C1CCc2cc(S(=O)(=O)N3CCN(c4ccccc4F)CC3)ccc2N1	-2%	-4%	34%	2%	4%	-12	1%	9%	6%	?	-2%
O=C(N[C@@H](Cc1ccccc1)C(=O)N1CCN(S(=O)(=O)c2cccc(F)c2)CC1)c1ccco1	0%	2%	nt	-1%	nt	3	nt	nt	1%	-11%	nt
Cc1ccc(C(=O)N2CCN(C(=O)C3CCCO3)CC2)cc1 (stereo not given)	-1%	-2%	nt	-1%	nt	19	nt	nt	1%	0%	nt
COc1ccc(C2CC(=O)C(C=NCCN3CCOCC3)=C(O)C2)cc1 (stereo not given)	7%	4%	5%	-1%	0%	-6	7%	-14%	4%	-7%	2%
CCOC(=O)CCc1c(C)nc(SCCN2CCCC2)c(C#N)c1C	1%	10%	7%	-11%	4%	7	-2%	-1%	9%	0%	4%
CC(=O)Sc1nc(-c2ccccc2)[nH]c1S(=O)(=O)c1ccc(C)cc1	-2%	-7%	-15%	12%	-9%	1	-6%	-18%	?	1%	10%
N#CCC(=O)N/N=C/c1c(-c2ccccc2)n(-c2ccccc2)c2ccccc12	-3%	-11%	4%	0%	7%	-11	1%	6%	1%	?	-6%
CCOC(=O)N/N=C1\CCc2ccccc21	26%	29%	-7%	0%	-11%	-5	-7%	3%	?	?	-1%
Cc1nc(SC(C(N)=O)c2ccccc2)c(C#N)c(C)c1C (stereo not given)	3%	11%	-1%	-1%	-3%	3	-1%	nt	2%	-10%	13%
COc1cccc(OCC(=O)Nc2c3c(nn2-c2ccccc2)CS(=O)(=O)C3)c1	0%	-1%	-4%	3%	-2%	8	5%	-10%	-4%	?	3%
O=C(c1ccc(NC(=O)C2(c3ccccc3)CCOCC2)cc1)N1CCOCC1	nt	nt	9%	4%	0%	7	-6%	-6%	-1%	nt	-7%
CCN(CC(=O)Nc1ccc(N2CCOCC2)cc1)Cc1nc2ccccc2c(=O)[nH]1	2%	24%	4µM*	4%	-1%	4	-1%	11%	4%	?	13µM*
NC(=O)c1ccc(N=Cc2ccc([N+](=O)[O-])s2)cc1	-26%	-31%[inhibitor]	?	5%	0%	-5	17%	-8%	-2%	?	5.6µM*
Cc1ccc(-c2nn(C(C)(C)C)c3ncnc(NS(=O)(=O)c4ccc([N+](=O)[O-])cc4)c23)cc1	-8%	3%	13µM*	-3%	0%	?	?	-11%	0%	?	-22%
Cc1ccccc1OCCn1cnc2cc([N+](=O)[O-])ccc2c1=O	-2%	-3%	5%	3%	-1%	-11	?	8%	2%	?	-13%
CSCCC(NC(N)=O)C(=O)N(C)CC(=O)Nc1ccc(C)cc1 (stereo not given)	1%	0%	7%	3%	-2%	-1	-7%	11%	3%	0%	-3%
COc1ccc2cc(-c3ccsc3)ncc2c1	?	-1%	nt	9%	nt	nt	nt	nt	1.9µM*	?	nt
CC(NC(=O)CN(C)S(=O)(=O)c1ccc(F)cc1)C1CC2CCC1C2 (stereo not given)	6%	-2%	nt	15%	nt	10	nt	nt	6%	0%	nt
CN(C)C(CNc1ccc(S(C)(=O)=O)cc1[N+](=O)[O-])c1ccccc1 (stereo not given)	-1%	4%	-19%	-6%	-6%	-16	?	5%	-2%	-4%	4%
O=C(C1CCN(S(=O)(=O)c2ccc(F)cc2)CC1)N1CC=C(c2ccccc2)CC1	-1%	-7%	-2%[0.365 µM]	-1%	1%	2	3%	-5%	-2%	-6%	nt
CN(C)CC(CCC(CN(C)C)C(=O)c1ccccc1)C(=O)c1ccccc1 (stereo not given)	-44%[inhibitor]	-47%[inhibitor]	7.1µM*	-7%	11%	-7	nt	nt	-1%	?	10µM*
Cc1ccc(S(=O)(=O)N2CCCCC2)cc1NC(=O)COC(=O)C1CC2C=CC1C2 (stereo not given)	-3%	1%	?	3%	-16%	5	-6%	-14%	-1%	?	-9%
Cc1cccc(C)c1NC(=O)CC(NCc1ccco1)C(=O)O (stereo not given)	1%	-7%	7%	-5%	-5%	-6	3%	-5%	0%	-1%	-6%
COc1ccc(CC(=O)Nc2sc(Cc3ccccc3)c(C)c2C(N)=O)cc1	-1%	-5%	5%	0%	1%	-23	30%[activator]	-8%	4%	12%	9%
CCO[C@H]1OC(C(=O)N2CCCCCCC2)=C[C@@H](C)[C@@H]1CCCO	5%	0%	30%	-1%	3%	-7	10%	-3%	0%	7%	3%
COC(=O)C1=C(C)N(c2cc(C)cc(C)c2)/C(=C/c2ccc(O)cc2)C1=O	-6%	-2%	?	4%	8%	-7	3%	-1%	-6%	?	?
O=C(Nc1ccccc1)Nc1csc2ccccc12	?	?	4%	1%	4%	7	14%	nt	12µM*	?	-2%
CCN(CC)c1ccc(NC(=O)COC(=O)/C=C/c2nc3ccccc3s2)cc1	-5%	-5%	-24%	-3%	-2%	-6	1%	10%	-24%	0%	-2%
Oc1ccc(N=Nc2ccc3c(c2)OCO3)c2ccccc12	?	3.2µM*	0.13µM*	2%	-1%	nt	-1%	nt	7.6µM*	?	0.63µM*
CCCSc1nnc2nc(C)cc(C)n12	-2%	1%	18%	-2%	4%	9	-8%	0%	6%	?	8%
CN(C)C=C1C(=O)c2ccccc2C1=O	-3%	-8%	18%	-4%	1%	13	?	14%	0%	23%	2%
CCCN(CC(=O)Nc1ccccc1OC)C(=O)c1ccc2ncsc2c1	-1%	-2%	nt	-1%	nt	-19	nt	nt	4%	11%	nt
Cc1ccccc1N1C(=O)C2CCCN2C1=S (stereo not given)	-3%	-1%	nt	-2%	nt	-13	nt	nt	-9%	16%	nt
O=C(O)c1ccc2c(c1)N(Cc1ccccc1F)C(=O)c1ccccc1S2=O (stereo not given)	0%	-3%	-38%	-1%	0%	-1	7%	1%	1%	7%	-6%
O=C(CCN1CCCCCC1)Nc1cccc(F)c1	9%	-2%	29%	-1%	-3%	-16	-2%	6%	0%	3%	2%
CCN1C(=O)/C(=C2/C(=O)N3c4c(cc(OC(C)=O)cc42)C(C)=CC3(C)C)SC1=S	0%	-4%	7%	0%	2%	4	-14%	3%	-4%	5%	-9%
Cc1cc(C)nc(NS(=O)(=O)c2ccc(N/C=C/C(=O)c3ccc(Cl)cc3)cc2)n1	-2%	-8%	-28%	-5%	-8%	-18	3%	-12%	-9%	?	-29%
CCCn1c(N)c(C(=O)CN2CCc3ccccc3C2)c(=O)n(C)c1=O	-4%	-1%	3%	10%	-9%	-25	-6%	-12%	-4%	10%	16%
COc1ccccc1CNC(=O)C(C)NS(=O)(=O)c1ccccc1 (stereo not given)	2%	-10%	-38%	-1%	12%	-4	2%	3%	6%	-1%	-3%
COc1ccc(C(=O)NNC(=O)CN2CCN(c3nc(-c4ccccc4)cs3)CC2)cc1	-1%	0%	-27%	2%	-12%	10	5%	0%	-2%	24%	-16%
Cc1ccc(S(=O)(=O)CCC(=O)N(CCCN2CCOCC2)c2nc3ccccc3s2)cc1	17%	?	nt	-6%	nt	13	nt	nt	7%	1%	nt
CCCc1cc(C(=O)Nc2ccc(C#N)cc2)no1	2%	4%	-9%	5%	0%	-5	-8%	-2%	-19%	?	17%
CCOC(=O)C1=C(C)NC(=O)NC1c1ccccc1 (stereo not given)	-2%	-4%	-32%	0%	-1%	4	-15%	5%	6%	0%	-15%
O=C(/C=C/c1ccco1)Nc1ccc(Cl)c(S(=O)(=O)N2CCOCC2)c1	5%	-8%	-4%	1%	12%	1	2%	nt	19µM*	16µM*	-86%
CCC(=O)N1CCc2cc(Br)cc(S(=O)(=O)N3CCCC(C(=O)O)C3)c21 (stereo not given)	-5%	1%	-1%	-1%	nt	7	-7%	nt	1%	?	0%
CC(C)C1OC2(C)OC(=N)C1(C#N)C(C#N)(C#N)C2c1ccccc1 (stereo not given)	-6%	-6%	16%	0%	5%	10	14%	3%	-10%	13%	-1%
COc1ccccc1NC(=O)Cn1c(=O)sc2ccccc21	-2%	4%	-29%	3%	4%	-5	-2%	10%	1%[2.3 µM]	7%	7%
Cc1cc(C)c2c(n1)sc1c(=O)n(Cc3ccc(F)cc3)cnc12	-3%	0%	-20%	3%	8%	1	-3%	nt	2%	-6%	-5%
